Compound activity deposited in PubChem by National Center for Advancing Translational Sciences (NCATS).
APE1 inh – blocks human APE1 abasic DNA cleavage. P27695. recombinant APE1, TAMRA/BHQ-2 abasic DNA cleavage fluorescence. Potency, µM (highest dose often 65.8 µM), for the others: top-dose activity change, negative = inhibition, actives largely listed as inhibitors. 0.35% of 350,000 active. AID 2517;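 also: potency is read from the fitted curve at half-maximal effect; plate controls were vehicle for no effect and reference inhibitor for full effect; nearly all actives have a fitted effect of over 55% in size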
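Kinetic fluorescence read (525 ex/598 em nm, three reads 60 s apart) of AP-site incision; signal = third minus first read. Enzyme 0.75 nM, dual-labelled THF duplex 50 nM, compound preincubation 15 min RT.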
RGS4 inhibitor – blocks human RGS4-accelerated GTP hydrolysis. Transcreener GDP fluorescence polarization, RGS4-accelerated GTP hydrolysis. Potency, µM (doses to about 114 µM), inactives show at the highest dose activity change, negative = inhibition, actives largely listed as inhibitors. 0.039% of 390,000 active. AID 504845; also: potency is read from the fitted curve at half-maximal effect; % is scaled to controls: 0 for no effect and ±100 for the full control effect; nearly all actives have a fitted effect of over 75% in size; some results filed as inactive show a strong effect at the top dose
Target sequence (P49798 whole entry, looked up): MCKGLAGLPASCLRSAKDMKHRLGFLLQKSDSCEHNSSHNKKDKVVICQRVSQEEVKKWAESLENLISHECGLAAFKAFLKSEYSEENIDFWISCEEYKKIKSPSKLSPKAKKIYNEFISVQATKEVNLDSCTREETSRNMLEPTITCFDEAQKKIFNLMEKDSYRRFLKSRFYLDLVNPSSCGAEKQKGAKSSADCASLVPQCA
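MLSMR compounds (23 nl, pin-transferred) preincubated 10 min at room temperature with a 500nM (2x) first reagent, then RGS4 at 900nM (2x) plus Transcreener GDP mix added; fluorescence polarization (620/688 nm) read before and after 90 min at 30 °C.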
Pol beta inh – blocks human DNA polymerase beta activity | P06746 | Pol beta primer extension/strand displacement, fluorescence kinetic | Potency, µM (highest dose often 114 µM), inactives show at the highest dose activity change, negative = inhibition, usual class: inhibitors | 1.3% of 340,000 active; also: potency is read from the fitted curve at half-maximal effect; % is scaled to controls: 0 for no effect and ±100 for the full control effect
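Kinetic readout of DNA synthesis with strand displacement by Pol beta. Compound and 10 nM enzyme sit 15 min at room temperature; 50 nM substrate starts the reaction, read immediately and at 10 min.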
LDHA inh – LDHA (human) enzyme inhibition | P00338 | purified LDHA, NADH/diaphorase-resazurin fluorescence; active compounds read low | activity change, % (values are at about 110 or 230 µM) | 0.15% of 480,000 active; in the data active = activity change below about -30%; inconclusive = mostly about -25% to -30%;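 also: plate controls were DMSO wells for no effect and wells without enzyme for full effect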
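LDH5 2 nM; NADH 0.06 mM, pyruvate 0.2 mM; 200 mM Tris pH 7.4, EDTA, Tween-20; 5 min RT. Detection: diaphorase 0.133 mg/mL + resazurin 37 µM, fluorescence ex540/em590 at 0 and 20 min; normalized to enzyme-free and DMSO wells.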
Pol kappa inh – DNA polymerase kappa (human) inhibition | 0.53% of 400,000 active | Potency, µM (highest dose often 107 µM), for inactives: at the highest dose activity, negative = inhibition, actives largely listed as inhibitors | AID 588579 | purified Pol kappa, fluorescent DNA synthesis assay, 10 min; also: potency is read from the fitted curve at half-maximal effect; % is scaled to controls: 0 for no effect and ±100 for the full control effect
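10 nM Pol kappa preincubated 15 min at room temperature with compounds, then reaction started with substrate at 50 nM final. Fluorescence read kinetically at 0 and 10 min; buffer-only wells served as negative control.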
Pol eta inh – blocks human DNA polymerase eta activity; recombinant Pol eta, fluorescent DNA replication assay; 1.2% of 390,000 active; Q9Y253; Potency, µM (top dose mostly 114 µM), inactives show at the highest dose activity change, negative = inhibition, hits mostly inhibitors; also: potency is read from the fitted curve at half-maximal effect; % is scaled to controls: 0 for no effect and ±100 for the full control effect
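Pol eta (10 nM) was preincubated with compounds for 15 min at room temperature, after which fluorescent replication substrate (50 nM final) was added to start the reaction. Fluorescence was read kinetically at 0 and 10 min.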
Apoferritin bind – binds horse apoferritin like a general anesthetic. apoferritin/1-aminoanthracene competitive binding, fluorescence. Potency, µM (highest dose often 77.5 µM), without a hit: top-dose activity change, negative = displacement, actives largely listed as inhibitors. AID 485281. 0.074% of 350,000 active. P02791; also: potency is read from the fitted curve at half-maximal effect; % is scaled to controls: 0 for no effect and ±100 for the full control effect; nearly all actives have a fitted effect of over 20% in size
Target sequence (P02791 2-175 limits assumed): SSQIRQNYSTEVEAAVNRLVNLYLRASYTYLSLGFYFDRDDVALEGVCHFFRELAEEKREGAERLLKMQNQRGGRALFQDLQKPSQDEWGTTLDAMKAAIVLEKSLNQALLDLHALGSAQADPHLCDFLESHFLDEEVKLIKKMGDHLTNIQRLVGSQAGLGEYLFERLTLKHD
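Apoferritin-based anesthetic binding model; compound displacement of fluorescent 1-AMA measured as endpoint fluorescence after 10 minutes at room temperature, scaled to free-ligand and complex controls.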
ALOX12 inh – inhibitors of human 12S-lipoxygenase ALOX12; purified 12hLO, xylenol orange hydroperoxide absorbance; Potency, µM (series often up to 108 µM), for the others: top-dose activity change, negative = inhibition, hits mostly inhibitors; 1.1% of 580,000 active; AID 1671190; also: potency is read from the fitted curve at half-maximal effect; % is scaled to controls: 0 for no effect and ±100 for the full control effect
Target sequence (P18054 whole entry, looked up): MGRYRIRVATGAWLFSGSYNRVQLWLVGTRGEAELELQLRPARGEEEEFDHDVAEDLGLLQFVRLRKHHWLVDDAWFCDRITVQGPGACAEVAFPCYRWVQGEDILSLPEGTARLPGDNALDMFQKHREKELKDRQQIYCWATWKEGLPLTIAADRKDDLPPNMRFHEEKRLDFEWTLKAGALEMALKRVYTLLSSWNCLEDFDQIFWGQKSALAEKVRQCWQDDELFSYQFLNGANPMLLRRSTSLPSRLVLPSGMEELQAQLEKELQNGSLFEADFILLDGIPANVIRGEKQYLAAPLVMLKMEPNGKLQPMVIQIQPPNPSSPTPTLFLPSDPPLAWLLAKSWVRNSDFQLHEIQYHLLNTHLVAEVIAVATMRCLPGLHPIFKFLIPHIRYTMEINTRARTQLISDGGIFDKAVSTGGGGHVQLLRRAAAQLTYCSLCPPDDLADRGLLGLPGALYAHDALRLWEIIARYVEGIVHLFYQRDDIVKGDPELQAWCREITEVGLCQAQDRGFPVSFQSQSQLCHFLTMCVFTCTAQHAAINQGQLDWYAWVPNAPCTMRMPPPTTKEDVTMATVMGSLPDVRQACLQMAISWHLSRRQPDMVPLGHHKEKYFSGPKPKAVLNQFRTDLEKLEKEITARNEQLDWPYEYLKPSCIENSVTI
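Hydroperoxide product was detected by ferrous iron/xylenol orange as the 573 to 405 nm absorbance ratio. Arachidonic acid at 40 uM (final) was turned over for 30 min at room temperature by 150 nM human 12hLO, pH 7.0 Hepes buffer, after 15 min compound preincubation.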
ERG-DNA inh – ERG Ets/DNA interaction inhibition | 0.028% of 370,000 active | fluorescence polarization, His-ERG Ets domain / labelled DNA | P11308 | Potency, µM (highest dose often 76.9 µM), for the others: top-dose FP activity, negative = inhibition, most hits filed as inhibitors; active = well fitted inhibition curve with a large enough effect in the polarisation, with a control signal flat; inconclusive = small, poorly fitted or top-dose-only effect, or effect the other way, or a change in a side signal; inactive = no such curve, though single readings can be large or run the other way; the % refers to the polarisation;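 also: polarization taken with two DNA probes labelled with fluorescein and Texas red; potency is read from the fitted curve at half-maximal effect; % of control where 0% means no effect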
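His-tagged ERG Ets domain (1 uM in the protein solution; 300mM KCl, 50mM Tris-HCl, 1mM EDTA, 1mM DTT, pH 7.5) received compound, then a probe mix of 5 nM fluorescein-DNA and 100nM Texas-615-DNA. Fluorescence polarization was read for both dyes.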
An asterisk follows results filed as active; ? = inconclusive; . = no result given; & = joins results of further samples; [ ] = dose if it differs, or a comment. Unless noted, calls follow the shape of the dose curve; as a rule, active = well fitted curve in the direction sought with a large enough effect; inconclusive = small, poorly fitted or top-dose-only effect, or another doubt; inactive = no such curve, though single readings can be large; an effect the other way counts as inactive or inconclusive. This is a subset, so the mix of outcomes need not match the whole.

SMILES	APE1 inh	RGS4 inhibitor	Pol beta inh	LDHA inh	Pol kappa inh	Pol eta inh	Apoferritin bind	ALOX12 inh	ERG-DNA inh
c1ccc(Oc2cccc(CN3CCOCC3)c2)cc1	0%	-8%	-1%	8	-8%	-7%	3%	-11%	-5%
Cc1noc(C)c1-c1nccc(-n2ccnc2)n1	0%	.	.	.	-7%[60.1 µM]	.	-5%	45µM*	.
COCCNC(=O)CN(c1ccc(C)cc1)S(=O)(=O)c1ccccc1	-4%	3%	11%	-8	-5%	-7%	-8%	-6%	-6%
COC(=O)c1ccccc1NC(=O)NCc1cccnc1	5%	-13%	-10%	1	-2%	-16%	2%	-25%	7%
C=CC1=C2C=C(C3CC3)N(C3CC3)C=C2C(=O)C(C)(OC(=O)c2ccco2)C1=O (stereo not given)	-4%[12.4 µM]	-10%	.	13	-11%	-8%	.	?	-17%
Cc1cccc(C)c1NC(=O)c1cccc(C(=O)Nc2c(C)cccc2C)n1	.	-1%	.	-5	-1%	-9%	.	1%	-2%
COc1ccc(NC2=CC(c3ccccc3)N(c3ccc(OC)cc3)C2=O)cc1 (stereo not given)	4%&-5%	-40%	16%	2	-12%	-4%	-17%	0%	0%
COc1cnn(-c2cccc(C(F)(F)F)c2)c(=O)c1Cl	.	-14%	.	-7	-8%	-16%	.	159%[activator]	4%
O=C1ON=C(c2ccccc2)/C1=C/c1ccccc1	18%	?	8%	?	12%	0%	-13%	6.3µM*	10%
Cc1ccc(NC(=O)CCCc2nnc3n(C)c(=O)c4sccc4n23)cc1F	.	1%	-17%	-5	5%	0%	?	-14%	4%
CN(C)c1ccc(CNC(=O)C2CCCN(S(=O)(=O)c3ccc4c(c3)oc(=O)n4C)C2)cc1 (stereo not given)	.	5%	19%	2	-8%	-17%	1%	0%	3%
CC/C(C)=N/Nc1ccc(S(=O)(=O)N2CCCC2)cc1[N+](=O)[O-]	-3%	-26%	-13%	-2	-2%	-17%	-2%	1%	10%
O=C(Nc1nnc(C2CCCC2)s1)C1CCC1	17%	12%	14%	-5	-29%	1%	-18%	-25%	-2%
O=C(Nc1ccc2c(c1)OCO2)C1CC1	35%	0%	.	7	-4%	?	.	-27%	.
Cc1cc(NCC(c2ccccc2)c2ccccc2)n2ncnc2n1	15%	-11%	4%	-3	-9%	-11%	-7%	-5%	-6%
O=C(c1ccc(-n2cncn2)c([N+](=O)[O-])c1)N1CCN(S(=O)(=O)c2ccc(F)c(F)c2)CC1	45%[activator]	-30%	.	4	-3%	-11%	.	7%	.
O=C(c1cccnc1)N1CCCc2ccccc21	0%	13%	?	-8	4%	-15%	-20%	2%	-11%
CCn1nc(C(=O)Nc2cc(Cl)ccc2-n2cncn2)c2ccccc2c1=O	-4%	-7%	.	0	-3%	-9%	.	?	-3%
CCOC(=O)C1CCCN(C(=O)c2ccc3[nH]c4c(c3c2)CC(C)CC4)C1 (stereo not given)	-16%	24%	.	2	-1%	-6%	.	32%	.
Cc1cccc(Cn2c(CN3CCC(C(=O)NCCc4ccccc4)CC3)cc3ccccc32)c1	.	-4%	3%	3	-2%[60.1 µM]	-17%	71%[activator]	-9%	-2%
COc1ccc(C(=O)Nc2nc3cc(OC)c(OC)cc3c(=O)[nH]2)cc1	?	-12%	-24%	-4&-4	2%	?	-3%	?	5%
O=C(OCc1ccc(Cl)cc1)c1cnccn1	-1%	-1%	24%	-4	-6%	4%	-13%	0%	-9%
CCc1c(O)nc(SCC(=O)Nc2ccc3c(c2)CCC3)[nH]c1=O	-1%	-21%	23%	-7	-3%	2%	-17%	0%	11%
Cc1ccc(NC(=O)NNC(=O)COc2ccc([N+](=O)[O-])cc2)cc1C	63%	-49%	-29%	0	0%	-20%	-13%	0%	7%
CC(=O)c1cccc(N(C(=O)c2cnccn2)C(C(=O)NCc2ccccc2)c2ccco2)c1 (stereo not given)	8%	33%	12%	-2	-17%	6%	0%	44%[activator]	1%
CCOc1ccccc1N(C(=O)CNS(=O)(=O)c1ccccc1)C(CC)C(=O)NCc1ccco1 (stereo not given)	-2%	-30%	8%	0	2%[60.1 µM]	-5%	-8%	-15%	.
O=C(CN1C(=O)NC2(CCCC2)C1=O)OCCOc1ccc(Br)cc1	-1%	-18%	.	-7	-14%	-20%	.	-22%	1%
Cc1c(OCC(=O)N2C[C@H]3C[C@@H](C2)c2cccc(=O)n2C3)ccc2c3c(c(=O)oc12)CCC3	8%	11%	25%	3	19%	-9%	-15%	-19%	7%
CN1C(=O)CC(C(=O)Nc2ccc(C(=O)O)cc2)SC1=Nc1ccc(Cl)cc1 (stereo not given)	.	-1%	-6%	-24	-2%	-20%	-7%	?	-5%
CCCCN(N=Nc1nonc1OC)c1nonc1OC	-1%	-23%	-10%	-3	0%	-19%	?	-2%	8%
CC(=O)N1C(=O)/C(=C2\SC(=S)N(c3c(C)n(C)n(-c4ccccc4)c3=O)C2=O)c2ccccc21	-1%	-15%	1%	23	-20%	-5%	-17%	?	.
COC(=O)c1cc(-c2ccc(OC)cc2)on1	2%	17%	1%	-5	-5%	1%	-7%	5%	-4%
COc1ccc(CCNC(=O)/C=C\c2ccccc2)cc1OC	5%	23%	13%	-9	-12%	-12%	-1%	6%	-8%
CSCCC(NC(=O)c1ccco1)C(=O)NC1CCCCCC1 (stereo not given)	24%	-2%	.	-3	-3%	-2%	.	?	-6%
CN(CC(=O)Nc1ccccc1Cl)C(=O)COC(=O)c1nc(Cl)ccc1Cl	-5%	-16%	.	-7	1%	-14%	.	-13%	4%
O=C(CN1CCN(c2ncc(C(F)(F)F)cc2Cl)CC1)NC(=O)NCc1ccccc1	2%	11%	-1%	-3	0%	1%	?	8%	.
COc1ccccc1N1CC(C(=O)Nc2nnc(SCC(=O)N3CCCC3)s2)CC1=O (stereo not given)	.	5%	.	-2	-19%	7%	.	-6%	-8%
Cn1cc(Cl)c(C(=O)Nc2nccs2)n1	64%[activator]	-1%	12%	-4	-11%	-2%	-4%	-12%	8%
CC(=O)Nc1ccc(S(=O)(=O)Nc2nc3n(n2)C(c2ccccc2)C=C(c2ccc(Cl)cc2)N3)cc1 (stereo not given)	.	-22%	-1%	-1	3%[60.1 µM]	?	438%[activator]	2%	1%
Cc1[nH]nc(-c2ccc(OCc3cnn(-c4ccccc4)c3)cc2O)c1Oc1ccccc1F	-7%	-13%	23%	-4	-17%	-12%	4%	370%[activator]	2%
S=C(Nc1ccccc1)N1CCn2cccc2C1c1cccnc1 (stereo not given)	14%	3%	39%	-8	-4%	-19%	-6%	-14%	2%
O=C(CCc1c[nH]c2ccccc12)NCCc1ccc(O)cc1	11%	-28%	0%	-5	-2%	-20%	-11%	0%	5%
CCCNC(=O)Cn1c(=O)oc2cc(S(=O)(=O)N3CCCC3)ccc21	45%[activator]	-26%	5%	-8	9%	-9%	-13%	32%[activator]	-3%
Nn1c(SCC(=O)Nc2ccc3c(c2)CCC3)nnc1C1CC1	4%	-27%	.	-1	-4%	-3%	.	12%	-1%
O=S(=O)(NCCC1=CCCCC1)c1ccc(Br)cc1	-8%	-1%	-2%	6	-19%	?	?	?	2%
CCOc1ccc(N(CCC#N)S(=O)(=O)c2ccc(OC)cc2)cc1	-4%	-5%	4%	-5	-3%	2%	-13%	15%	2%
CN(C)CCCN(C(=O)c1nc2ccccc2s1)c1nc2ccc(F)cc2s1	.	-1%	.	-1	8%	-19%	.	0%	-3%
CCCc1nn2c(=O)cc(COC(=O)c3ccc(NC(=O)COc4ccccc4)cc3)nc2s1	.	-10%	?	4	-4%[60.1 µM]	-17%	0%	-20%	1%
C/C(=C\C1CCCCC1)C(NC(=O)c1ccc(C(F)(F)F)cc1)c1ccc(-c2ccccc2)cc1 (stereo not given)	-3%	-5%	.	-11	-13%	-10%	-12%	?	-3%
Cc1cc(Br)ccc1NC(=O)CSc1c2c(nc3ccccc13)CCC2	.	-4%	?	-4	-6%	20%	?	-22%	2%
Cc1ccc(S(=O)(=O)c2ccc(Oc3cccc(C)c3)cc2)cc1	3%	-14%	0%	1	-3%	-19%	75%[activator]	-6%	-7%
COc1cccc(-c2nc(CS(=O)(=O)CC(=O)NCC(C)c3ccccc3)c(C)o2)c1 (stereo not given)	55%[activator]	9%	3%	2	3%	-21%	-12%	0%	8%
Cn1c(SCC(=O)NCC2CCCO2)nnc1-c1ccco1 (stereo not given)	22%	16%	.	-5	-4%	-7%	.	-2%	-5%
CCn1c(=O)c2sccc2n2c(CCCC(=O)N3CCN(c4cc(Cl)ccc4C)CC3)nnc12	.	14%	22%	-3	2%	-8%	-13%	?	1%
COc1ccc(-c2noc(CN(C(=O)c3ccc(C)cc3C)C(C)C)n2)cc1	.	-3%	36%	-2	-10%	-8%	-8%	-21%	6%
